Source: PubChem BioAssay
FN deposit inh: inhibitors of fibronectin matrix deposition, primary screen, AH1F cells, Alexa488-fibronectin fluorescence, plate reader | 350,000 compounds, 0.086% hits | AID 743247, 2014 | inhibition, % at 12.6 µM | AH1F fibroblasts, overnight;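 active = mean inhibition across replicates of 30% or more, regardless of how many single replicates reach that level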;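 note: positive control wells lacked labelled fibronectin entirely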
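Assay system: AH1F fibroblasts assembling fluorescent fibronectin matrix; Amount: 10000 AH1F cells per well; Buffer or medium: DMEM, 2% serum; Probe or stimulus: Alexa488-fibronectin, 24 nM final in well; Doses: single compound dose, delivered by pin transfer; Incubation: 1 h adhesion, overnight exposure; Measured by: fluorescence 485/525 nm; Read-out: fibronectin deposition inhibition.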
Cneo AK release: Cryptococcus neoformans cell lysis inducers, primary screen, AK release luminescence, single concentration; C. neoformans lysis, adenylate kinase release luminescence, 4 h; normalised: neutral wells 0, clomiphene wells 100; lysis activity, % at 15 µM; 360,000 compounds, 0.2% hits;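 active = mean lysis activity across replicates of at least 80%, whatever share of replicates individually reach that level; inactive = mean lysis activity below 80%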
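Assay system: log-phase C. neoformans yeast / Quantity: yeast cell density of 5 × 10^6 cells/mL / Medium: fresh YPD growth medium / Compound: single dose / Timing: static 4 h at 37 °C with compound, 1 h detection / Measured by: adenylate kinase release luminescence / Read-out: lysis from increased AK signal / Benchmarks: Clomiphene as positive lysis control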
LGR2 inh: inhibitors of bursicon-induced LGR2 CRE-luciferase signal, primary screen, cell-based, HEK293, CRE-luciferase reporter, bursicon stimulation | 380,000 compounds, 0.35% hits | bursicon-stimulated, 4 h | inhibition, % at 9.99 µM | Drosophila bursicon receptor LGR2 (rickets);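 active = drop in luminescence signal, shown as inhibition above about 50% in the replicate tests, limit read from the data, passing the limit was not always enough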;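 note: agonist challenge used bursicon conditioned medium at about half maximal strength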
CASP6 VEID inh: human caspase-6 inhibitors, primary screen, biochemical, VEID-R110 fluorescence, single point, set 2; purified caspase-6, Z-VEID-R110 cleavage fluorescence; inhibition, % at 12.5 µM; 350,000 compounds, 0.53% hits; AID 686996, 2013;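 active = mean inhibition across replicates at least about 35%, with every replicate also reaching that limit, limit read from the data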;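 note: 0% = median of neutral control wells and 100% = no fluorescence left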
Target sequence (P55212 24-179 limits assumed): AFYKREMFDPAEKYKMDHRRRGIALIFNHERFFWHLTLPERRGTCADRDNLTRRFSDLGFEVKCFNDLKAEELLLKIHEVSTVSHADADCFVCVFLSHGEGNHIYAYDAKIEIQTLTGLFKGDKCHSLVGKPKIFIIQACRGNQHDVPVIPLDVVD
Target sequence (P55212 194-293 limits assumed): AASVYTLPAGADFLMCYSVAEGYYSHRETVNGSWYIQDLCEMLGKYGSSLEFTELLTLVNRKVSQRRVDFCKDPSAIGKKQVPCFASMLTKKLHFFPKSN
PAX8 inh HTS: inhibitors of PAX8-driven TPO luciferase reporter, primary screen, RMG-I cells, single concentration | inhibition, % at 12.6 µM | 360,000 compounds, 1.2% hits | SteadyGlo, 24 h | AID 652154, 2013;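 active = mean replicate inhibition at least 60% with every replicate also reaching 60%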;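 note: luciferase light reporting Pax8 driven TPO promoter activity; plate controls were median of neutral control wells for no effect and mitoxantrone controls for full effect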
miR-122 sensor: miR-122 Renilla sensor signal increase in Huh7, primary screen, miR-122 inhibitor project, cell-based, single point, plate reader | 340,000 compounds, 0.3% hits | Huh7 miR-122 Renilla luciferase sensor, 48 h; neutral wells = 0, positive control = 100 | activation (reporter increase), % at 12.5 µM | AID 602342, 2012;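 active = mean replicate activation score at least 90 and every replicate individually at or above 90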;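 note: higher luciferase means less miR-122 activity so hits act as miR-122 inhibitors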
PGC1a acetyl inh: inhibitors of PGC1a acetylation signal, primary screen, cell-based, U2OS, AlphaScreen, inhibitor mode; AlphaScreen anti-acetyl-lysine; with virally co-expressed GCN5 acetyltransferase; inhibition, % at 15.6 µM; 350,000 compounds, 0.17% hits;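 active = every replicate shows inhibition of at least 40%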;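 note: 0% = neutral control wells and 100% = positive control wells; some results beyond the cut were filed as inactive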
EWS-Fli inh: EWS/Fli-driven NR0B1 reporter inhibitors, primary screen, A673 cells, NR0B1 luciferase, luminescence, MLPCN library | viability-normalised | inhibition, % at 12.6 µM | 350,000 compounds, 0.67% hits;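 active = mean inhibition of at least 50% after viability correction, with every replicate also passing that limit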;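 note: firefly luciferase signal divided by Alamar Blue viability fluorescence both relative to DMSO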
Numbers without * were called inactive; · = not tested or not shown; [ ] = remark or other dose.

no.	Structure	FN deposit inh	Cneo AK release	LGR2 inh	CASP6 VEID inh	PAX8 inh HTS	miR-122 sensor	PGC1a acetyl inh	EWS-Fli inh
1	CC(C)C#Cc1ccc2c(c1)O[C@@H](CN(C)C(=O)NC(C)C)[C@H](C)CN([C@@H](C)CO)S2(=O)=O	-9	0	14	·	2	9[16.7 µM]	-3	21
2	O=C(O)c1cc2c(cc1NC(=O)c1ccccc1OC(F)F)OCCCO2	5	0	0	2	12	0	5	12
3	CC(=O)Nc1ccc(S(=O)(=O)NCC(=O)Nc2ccc3c(c2)OCO3)cc1	-4	1	-5	1	-7	3	-11	-4
4	CC1CCCC(NC(=O)c2cc(S(=O)(=O)N3CCCCC3)ccc2Cl)C1C (stereo unspecified)	1	-4	-23	-1	-4	-2	-2	6
5	O=C(Nc1cccc(Cl)c1)O/N=C\c1ccncc1	·	-2	-6	-1	·	2	-13	-9
6	CC(C)OC(=O)C1CC=CCC1C(=O)Nc1ccc(Cl)cc1 (stereo unspecified)	·	-1	4	·	·	0	-11	·
7	COCCNC(=O)Cn1cc2c(n1)CCCCC2	4	-1	2	0	-8	-6	·	-3
8	COc1ccccc1N1CCN(C(=O)c2onc(C)c2Cl)CC1	1	0	-8	-1	-12	6	-3	8
9	COC(=O)[C@@H]1[C@@H](CO)[C@@H]2Cn3c(ccc(-c4cccc(OC)c4)c3=O)[C@@H]2N1Cc1nccs1	·	-1	-27	-3	2	·	·	-3
10	Cc1ccc(S(=O)(=O)NC2(C(F)(F)F)NC(=O)N(c3ccc(F)cc3)C2=O)cc1 (stereo unspecified)	2	3	8	-1	4	·	·	-1
11	CCOc1ccc(N=C2SCCCN2C(=O)c2c(CC)noc2C)cc1	5	0	4	1	-4	·	·	·
12	CCCCCCOc1ccc(C(=O)O)cc1	-1	-1	41	-2	-16	·	-1	-4
13	O=C(C[C@@H]1CC[C@@H]2[C@H](COC[C@H](O)CN2Cc2cc(F)cc(F)c2)O1)NC1CCC1	-13	1	1	3	4	-2[16.7 µM]	-1	1
14	O=C(COC(=O)c1c(Cl)ccc(Cl)c1Cl)NC1CCS(=O)(=O)C1 (stereo unspecified)	2	·	0	1	-6	·	·	5
15	CCC(=O)Nc1ccc(Oc2ccc3c(c2)C(=O)NC3=O)cc1	·	0	-11	4	·	-6	1	-1
16	COC(=O)c1ccc(OC(=O)c2cnccn2)cc1	-2	-1	1	15	7	1	0	-9
17	N#Cc1ccc(CN2CCN(C(=O)CNC(=O)Cc3ccccc3)CC2)cc1	·	·	2	-1	2	·	·	2
18	CC(C)(C)c1ccc(C(=O)N2CCN(c3ccc(N4CCOCC4)nn3)CC2)cc1	-6	9	1	5	1	·	·	7
19	CC(C(=O)NC(=O)NC1CCCCC1)N(C)CC(=O)Nc1ccc(F)c(F)c1F (stereo unspecified)	-3	·	11	0	11	-2	-1	7
20	CC(C)CCC(C)NC(=O)c1ccc2nccnc2c1 (stereo unspecified)	-10	-1	-15	-4	-71	-4	-1	-44
21	O=[N+]([O-])c1ccc(NCCNCCOc2nonc2-c2ccccc2)c([N+](=O)[O-])c1	-4	2	5	-2	-5	-9	·	3
22	O=C(Nc1ccc(F)cc1)N1C[C@H]2[C@@H](c3ccccc31)[C@H](CO)N2C(=O)Cc1ccccn1	1	-5	2	3	15	-21[16.7 µM]	13	-17
23	O=C(Nc1ccc(Br)cc1)C(c1ccccc1)c1ccccc1	·	2	3	2	·	16	-7	-9
24	CCOC(=O)c1[nH]c2ccc(F)cc2c1NC(=O)C1=COCCO1	·	6	17	·	·	14	-5	·
25	CN(C)C(=O)C[C@@H]1C[C@H]2c3cc(NS(=O)(=O)c4ccccc4)ccc3O[C@H]2[C@@H](CO)O1	8	-1	26	0	·	-4[16.7 µM]	5	-8
26	CC(C)OCCCNC(=O)c1ccccc1NC(=O)C1=CSCCO1	-6	0	-3	-1	-9	·	·	-2
27	CN(C)C(=O)c1cccc(-c2ccc([C@@H]3[C@H]4CN(CC5CCOCC5)CCCCN4[C@H]3CO)cc2)c1	-3	5	21	2	-4	3[16.7 µM]	8	-1
28	CC(C)CNc1ccc2c(c1)OC[C@H](CC(C)C)NS2(=O)=O	0	·	8	1	-1	·	·	-5
29	CCCCCCNc1cc(C)oc(=O)c1C(C)=O	-4	·	1	-4	10	·	·	8
30	O=C(CC(F)(F)F)N1C[C@H]2[C@@H](c3ccccc31)[C@@H](CO)N2C(=O)C1CC1	-9	4	-17	3	5	-29[16.7 µM]	1	0
31	CN(CCOc1ccccc1)Cc1nc2cc(Cl)ccc2c(=O)[nH]1	-13	·	-4	0	0	·	·	0
32	COc1ccccc1C(=O)N/C(=C\c1cn(S(=O)(=O)N(C)C)c2ccccc12)C(=O)N1CCCCC1	2	·	1	0	4	·	·	·
33	Cc1ccc(S(=O)(=O)c2nc(S(C)(=O)=O)sc2NCc2ccc3c(c2)OCO3)cc1	4	·	-2	-1	-17	·	·	-2
34	CCN(CC(=O)NC(=O)NCc1ccco1)Cc1nc2ccccc2c(=O)[nH]1	·	4	5	·	·	5	6	·
35	COc1ccc(C#Cc2ccc([C@H]3[C@H](CO)N4CCCCN(C(=O)Nc5ccccc5F)C[C@@H]34)cc2)cc1	·	-10	8	-1	29	-8[16.7 µM]	-22	12
36	CC(=O)Nc1cc(-c2cccc(C(=O)N(C)C)c2)cn2c(-c3ccc(C(C)=O)cc3)cnc12	-6	-3	-14	8	26	1	-13	3
37	O=C1NC[C@@H](CCCCN2CCN(CCc3ccccc3)C(=O)C2=O)N(CC2CCCCC2)C1=O	-1	·	16	11	-4	·	·	1
38	CCOC(=O)N1CCN(C(=O)CSc2nc3c([nH]c4ccccc43)c(=O)n2CC)CC1	-11	2	17	0	20	·	·	15
39	C[C@H](NC(=O)[C@@H]1Cc2ccccc2CN1)C(=O)NC[C@H]1CC[C@H](C(=O)O)CC1	-1	-1	-2	-1	-10	-4	11	3
40	COc1cc(C)ccc1OCc1cc(C(=O)N(Cc2c(C)nn(C)c2C)C2CC2)no1	4	-1	-25	0	-133	-7	-5	·

An excerpt from above, showing only LGR2 inh.
# | Compound | LGR2 inh
39 | C[C@H](NC(=O)[C@@H]1Cc2ccccc2CN1)C(=O)NC[C@H]1CC[C@H](C(=O)O)CC1 | -2
40 | COc1cc(C)ccc1OCc1cc(C(=O)N(Cc2c(C)nn(C)c2C)C2CC2)no1 | -25

Other structures follow.
no.	Structure	FN deposit inh	Cneo AK release	LGR2 inh	CASP6 VEID inh	PAX8 inh HTS	miR-122 sensor	PGC1a acetyl inh	EWS-Fli inh
41	COc1cccc(NC(=O)N2CC[C@@H]3[C@H]2c2cc(-c4cccc(OC)c4)ccc2N(C)[C@H]3CO)c1	-12	·	0	1	40	·	-4	·
42	COc1cccc(CN2CCCC(N3CCc4ccccc4C3)C2)c1O (stereo unspecified)	-12	1	9	-7	2	0	4	12
43	COc1ccccc1-c1nnc(SCC(=O)c2c(N)n(C3CC3)c(=O)[nH]c2=O)n1C	-3	0	0	2	16	·	1	7
44	COc1ccc(CN2CCNC(=O)C2CC(=O)NC2Cc3ccccc3C2)c(OC)c1 (stereo unspecified)	5	1	22	-1	25	2	2	-6
45	CCc1ccc(CN2CCCC(C(=O)Nc3ccccc3-c3ccc(OC)cc3)C2)o1 (stereo unspecified)	7	18	10	2	25	·	3	·
46	O=C(C1CCOCC1)N1CC[C@@H]2[C@@H](CO)Nc3ccc(-c4ccc(F)cc4)cc3[C@@H]21	7	-1	-5	0	-2	4[16.7 µM]	4	7
47	Cc1ccc2nc(SCC(=O)NCc3cccs3)c(C#N)cc2c1	2	2	0	·	·	7	3	·
48	Cc1c(C(=O)c2ccccc2)c(=O)n(C)c(=O)n1C	·	·	-7	-2	12	·	·	1
49	Cc1ccc(S(=O)(=O)NCC(=O)NCc2cc(=O)n(C)c(=O)n2C)cc1	-3	0	5	1	-8	4	4	-2
50	CC(C)(C)C(c1nc2ccccc2[nH]1)n1c(Cc2csc3ccccc23)nc2ccccc21 (stereo unspecified)	-7	·	-38	0	22	·	·	-56
51	CC(=O)N1CCc2cc(S(=O)(=O)NCCC3=CCCCC3)ccc21	1	-3	·	·	26	67	-7	·
52	COCC#Cc1ccc2c(c1)O[C@@H](CN(C)C(=O)CN(C)C)[C@@H](C)CN([C@@H](C)CO)S2(=O)=O	-6	3	1	0	·	-2[16.7 µM]	6	2
53	Cc1cc(=O)oc2cc(OCC(=O)NCc3ccncc3)ccc12	·	-1	-13	-4	·	-1	-4	-7
54	CCc1ccc(C(=O)NNC(=O)CN2C(=O)NC3(CCCC3)C2=O)cc1	-28	-3	6	-2	-2	14	1	-6
55	O=C(COC(=O)/C=C/c1ccc(C(F)(F)F)cc1)NC1CC1	3	-6	-6	0	-19	·	·	0
56	COc1ccc(C(=O)OCc2ccccc2F)cc1S(=O)(=O)N1CCCC1	5	-2	5	2	5	10	-26	3
57	CN(CCc1cnn(C)c1)Cc1nc(Cc2ccccc2)no1	-1	0	-1	5	5	-10	·	5
58	C[C@@H]1CN([C@H](C)CO)C(=O)Cc2cc(NC(=O)Nc3ccc4c(c3)OCO4)ccc2O[C@@H]1CN(C)Cc1ccc(Oc2ccccc2)cc1	·	-2	7	-1	·	-12[16.7 µM]	-5	10
59	CNC(=S)NN(c1ccccc1)c1ccccc1	·	·	-1	-2	·	5	-2	16
60	Cc1ccccc1S(=O)(=O)N1[C@H](C#N)[C@@H](c2ccccc2)[C@@H]1CO	3	-1	3	3	6	·	-5	8
61	COc1cc(CN2CC3(CN(C(=O)CN4CCOCC4)C3)c3c(n(C)c4cc(OC)ccc34)[C@@H]2CO)cc(OC)c1	17	·	28	1	-20	·	0	3

Compounds as they come; overall some 2.5% were active at least once.
